# HKDC1 inh – HKDC1 (human) hexokinase inhibition; Q2TB90; recombinant HKDC1, G6PDH/diaphorase resazurin coupled fluorescence; inhibition, % at 20 µM; 0.16% of 340,000 active; AID 493160;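 active = inhibition above about 35% when tested at 20 µM, limit read from the data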;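 also: plate controls were DMSO wells with enzyme for no effect and DMSO wells lacking enzyme for full effect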
#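 Test system: recombinant HKDC1 (HK5) hexokinase enzyme, produced in-house; Amount: enzyme 5 µg/mL final; Buffer or medium: Tris pH 8.0 buffer with MgCl2, Tween-20, BSA, BME; Reagent: glucose and ATP substrates; Doses: 20 µM test compound, 1% DMSO; Incubation: 90 min reaction incubation at room temperature, dark; Detection: resorufin fluorescence at 613 nm.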
# SENP1 inh – blocks the human SENP1 SUMO protease catalytic domain | Q9P0U3 | recombinant SENP1 catalytic domain, CyPet-SUMO1-YPet FRET cleavage | inhibition, % at 10 µM | 0.21% of 360,000 active | AID 624204;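 active = inhibition at least 30% at 10 µM, raw YFP signal under a set limit, fluorescence ratio 0.5 to 1.5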;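 also: 0% = enzyme with DMSO and 100% = no enzyme wells; some results filed as inactive read as strong as hits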
#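 Assay system: hSENP1 catalytic domain, recombinant. Amount: SENP1 enzyme, 20 pM final. Schedule: 50 min reaction, RT, dark. Technique: FRET, CFP and YFP emission. Control set: no-enzyme wells low, DMSO-plus-enzyme wells high control.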
# SENP6 inh – blocks the human protease SENP6 | Q9GZR1 | Recombinant SENP6 catalytic domain, aminoluciferin luminescence | inhibition, % at 10 µM | 1.8% of 330,000 active | AID 2599;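 active = inhibition above about 50% at the single tested dose, limit read from the data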;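 also: plate controls were DMSO wells with enzyme for no effect and DMSO wells lacking enzyme for full effect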
# Target sequence (Q9GZR1 628-1112 limits assumed): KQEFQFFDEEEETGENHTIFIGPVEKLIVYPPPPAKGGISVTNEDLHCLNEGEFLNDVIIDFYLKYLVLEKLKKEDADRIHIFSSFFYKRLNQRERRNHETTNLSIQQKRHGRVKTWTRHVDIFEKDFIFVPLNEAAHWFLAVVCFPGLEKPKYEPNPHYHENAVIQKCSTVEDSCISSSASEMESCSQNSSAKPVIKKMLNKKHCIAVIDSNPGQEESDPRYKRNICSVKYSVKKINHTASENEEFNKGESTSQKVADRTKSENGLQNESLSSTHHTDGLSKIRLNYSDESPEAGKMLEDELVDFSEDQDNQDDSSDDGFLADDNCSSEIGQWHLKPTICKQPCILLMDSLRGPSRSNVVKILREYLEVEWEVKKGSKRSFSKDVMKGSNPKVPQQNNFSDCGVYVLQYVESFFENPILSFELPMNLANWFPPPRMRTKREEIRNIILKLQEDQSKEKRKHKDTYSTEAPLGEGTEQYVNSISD
# SENP7 inh – blocks the human protease SENP7. Q9BQF6. AID 434973. 1.5% of 330,000 active. recombinant SENP7, Z-RLRGG-aminoluciferin luminescence, 40 min. inhibition, % at 5 µM;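 active = inhibition above about 50% at the single test dose, limit read from the data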;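 also: plate controls were DMSO with enzyme for no effect and no enzyme buffer wells for full effect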
# Target sequence (Q9BQF6 706-1050 limits assumed): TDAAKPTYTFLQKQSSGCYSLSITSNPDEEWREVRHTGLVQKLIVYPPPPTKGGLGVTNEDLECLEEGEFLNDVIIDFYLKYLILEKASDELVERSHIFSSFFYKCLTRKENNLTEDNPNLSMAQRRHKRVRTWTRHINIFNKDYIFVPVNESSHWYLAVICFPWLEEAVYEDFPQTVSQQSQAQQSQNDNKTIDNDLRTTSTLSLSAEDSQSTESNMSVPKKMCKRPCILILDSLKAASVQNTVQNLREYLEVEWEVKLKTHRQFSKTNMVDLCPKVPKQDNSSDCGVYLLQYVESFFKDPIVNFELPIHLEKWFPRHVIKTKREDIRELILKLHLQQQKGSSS
# UBC13 polyUb – inhibitors of human UBC13 polyubiquitin chain formation; P61088; TR-FRET; inhibition, % at 20 µM; 0.47% of 330,000 active; AID 485273; in the data active = inhibition above about 45%, passing the limit was not always enough
# Target sequence (P61088 whole entry, looked up): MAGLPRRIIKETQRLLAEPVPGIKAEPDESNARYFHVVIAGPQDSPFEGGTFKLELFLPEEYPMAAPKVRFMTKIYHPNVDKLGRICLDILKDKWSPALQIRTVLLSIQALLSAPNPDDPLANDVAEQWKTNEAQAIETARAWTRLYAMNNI
# SENP8 block-1 – SENP8 (human) protease inhibition; Q96LD8; inhibition, % at 20 µM; recombinant SENP8, Nedd8 substrate fluorescence; 0.64% of 360,000 active; AID 602440; in the data active = inhibition mostly above about 40%, no sharp cut-off; inactive = mostly below about 27%
# beta cell repl – inducers of beta-cell replication in MIN6 cells. MIN6 cells proliferation, ATPlite luminescence, 48 h; cells starved in 0.2% serum; 100% = growth in 10% serum. proliferation, % at 10 µM. 0.29% of 330,000 active. AID 2380;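 active = compounds whose signal lies at least 3.5 SD above the mean of all wells on their plate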;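 also: 0% = DMSO-treated cells in low-serum medium and 100% = 10% serum control; some compounds called inactive have numbers as strong as hits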
# SENP8 block-2 – blocks the human protease SENP8. Q96LD8. purified SENP8, Z-RLRGG-aminoluciferin cleavage, luminescence. inhibition, % at 10 µM. 1.2% of 330,000 active. AID 2540; in the data active = inhibition above about 50%
# PfG6PD inh – PfG6PD (Plasmodium falciparum) enzyme inhibition; PfGluPho enzyme, NADPH resazurin-diaphorase fluorescence; inhibition, % at 20 µM; 0.78% of 350,000 active;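 active = inhibition reaching at least a set limit at 20 µM in the primary screen, cut at about 59% in these data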;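 also: 0% = DMSO wells with substrate and 100% = DMSO wells lacking glucose-6-phosphate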
# Starred values were filed as active, the others as inactive; . = no result given; & = joins results of further samples. Compounds were not picked by outcome; overall some 4% were active at least once.
SMILES,HKDC1 inh,SENP1 inh,SENP6 inh,SENP7 inh,UBC13 polyUb,SENP8 block-1,beta cell repl,SENP8 block-2,PfG6PD inh
Cc1c(OCc2ccc(C(=O)O)o2)ccc2c3c(c(=O)oc12)CCC3,0,-32,82*,8,6,-153,-2,74*,-29
O=C(c1ccccc1NS(=O)(=O)c1cccs1)N1CCOCC1,-7,1,3,-3,-10,14,0,-3,-3
CCN(CC)S(=O)(=O)c1ccc(NC(=O)CC(NC(C)=O)c2ccccc2)cc1 (stereo not drawn),-1,-1,-11,2,1,9,-1,-2,-12
O=C(NCc1cccnc1)c1cc(Sc2cccc(Cl)c2)nc2ccccc12,0,1,3,-6,12,-53,-3,-5,20
C/C(Cc1ccccc1)=N\NC(=O)CNC(=O)c1cccc(Cl)c1,-3,-1,-16,10,1,9,-1,-6,-12
O=c1c2ccccc2oc2nc(-c3ccco3)n(-c3ccccc3)c(=O)c12,-5,1,-21,1,-2,15,2,-1,-2
CCN1C(=O)c2ccccc2S(=O)(=O)c2ccc(C(=O)NCCOC)cc21,-6,0,-19,-6,1,14,1,-13,-5
O=C(NCC1CCN(C(=O)c2cccc([N+](=O)[O-])c2)CC1)c1cccc([N+](=O)[O-])c1,-1,0,-8,5,7,14,7,3,-2
CCC(CC)NC(=O)COC(=O)c1ccc(NS(=O)(=O)c2ccc3c(c2)OCCO3)cc1,0,1,-8,-4,-6,-1,-3,-12,-23
Cc1ccc2nc(SCC(=O)NCc3ccc(F)cc3)[nH]c2c1,1,0,-10,2,4,22,-2,-4,9
CCCC(C)C(=O)Nc1ccc2c(c1)OCCO2 (stereo not drawn),7,2,-1,-5,1,15,-3,-10,-12
O=C(O)c1ccc(-n2nc(C(F)(F)F)c3c2CCCC3)cc1,-6&0,2&1,-29&10,-5&3,-1&6,4&2,-1&-1,0&7,-30&-26
Nc1nonc1-n1nnc(C(=O)N/N=C/c2ccc(OCc3cccc(Cl)c3)cc2)c1CN1CCCCC1,-4,0,0,1,-14,-12,-6,-3,17
CCNc1nc(NCC)n2c(SCC(=O)Nc3ccc(C)cc3Br)nnc2n1,-2,0,-8,0,4,3,1,5,-4
COc1ccc(OCC(=O)Nn2c(-c3ccc(C)cc3)nc3ccccc3c2=O)cc1,-10,-18,-16,-2,2,5,-2,-4,-15
Cc1ccc(S(=O)(=O)N(C)CC(=O)NC2CC(C)(C)NC(C)(C)C2)cc1,-6,2,2,-1,-4,7,-2,5,-15
CCNc1ccc(S(=O)(=O)N(C)C)cc1NCC(=O)Nc1ccc(Br)cc1F,3,-18,-3,0,-3,5,0,-1,12
O=C1CN(S(=O)(=O)c2ccc(Cl)cc2)c2ccccc2N1,-6,0,4,3,5,24,-1,5,13
CC(O)CNc1ncnc2cc(-c3ccc(F)cc3)sc12 (stereo not drawn),0,-104,-4,0,15,-282,2,-6,43
CCOC(=O)CNC(=O)N1CCCC(C(=O)c2ccc3c(c2)OCO3)C1 (stereo not drawn),-11,2,-13,-2,1,-6,-2,-9,17
C=COCCNC(=S)N1CCOCCOCCN(C(=S)NCCOC=C)CCOCC1,-11,2,-38,-8,-12,11,-3,-5,-11
CC(C)=CCC/C(C)=C/CC/C(C)=C/CC/C(C)=C/CC1=C(C)C(=O)c2ccccc2C1=O,15,-27,13,5,-27,-20,-8,9,29
COc1cccc(CN2CCCC(CNC(=O)c3ccc(F)cc3)C2)c1OC (stereo not drawn),-17,-3,-1,6,3,16,-1,2,6
COc1ccc(NC(=O)c2ccc(NC(=O)CSc3nccc(=O)[nH]3)cc2)cc1,-2,2,-1,2,-6,10,-5,2,-5
CC1(C)CC(CC(=O)O)(c2ccc(Cl)cc2)CCO1 (stereo not drawn),-8,-5,-20,2,7,1,-4,0,-20
Cn1c(CN2CCN(S(C)(=O)=O)CC2)nc2cc([N+](=O)[O-])ccc21,-5,1,-3,3,1,13,-2,5,11
Cc1noc(NS(=O)(=O)c2ccc(N/C=C\C(=O)c3ccncc3)cc2)c1C,-4,-9,-13,8,-5,17,-1,-13,-20
O=C(NCc1cccc(Cl)c1)NC(=O)c1csc([N+](=O)[O-])c1,-2,-1,-3,3,-11,16,2,1,-6
Cc1ccc(-n2ncc3c(=O)n(CC(=O)N4CCN(c5ccccc5F)CC4)cnc32)cc1C,-4,2,0,4,4,4,-1,-1,2
Fc1ccc(NC(=S)Nc2cccnc2)c(F)c1F,-5,-4,-2,7,1,-4,-4,8,0
Cn1c(C(=O)N2CCOCC2)cnc1Sc1ncc(C(F)(F)F)cc1Cl,-7,4,-4,4,5,19,0,3,-10
CS(=O)(=O)N(CC(=O)Nc1ccc2c(c1)OCO2)c1ccc2c(c1)OCO2,-8,2,-18,-6,-6,7,-2,-7,8
COc1ccc(/C=N/NC(=S)NCc2ccccc2)cc1OC,1,0,-5,-3,-2,25,4,-8,-1
O=C(O)CCc1nn2c3ccccc3nc2n(Cc2ccccc2)c1=O,-8,1,-17,-6,-4,6,3,-4,-7
COCCCNc1c2c3c(cccc3[nH]c1=O)C(=O)c1ccccc1-2,9,-32,-6,-12,-448,-314,-1,-11,-36
COC1=CC(=O)C(OC)=C(OC)C1=O,76*,-24,.,.,.,41*,.,.,120*
COc1ccc(CCNC(=O)C2CCN(C(=O)c3ccc(Br)cc3)CC2)cc1,-3,0,-15,0,-3,2,-2,-2,-9
COc1ccc(-n2ccnc2SCC(=O)NCc2ccccc2)c(OC)c1,-9,4,-7,-2,2,9,3,1,14
O=C1OC(N2C(=O)CC[C@H]2C(=O)Nc2cccc(F)c2)c2ccccc21 (stereo partly drawn),1,1,-19,12,-14,20,0,-10,-4
CS(=O)(=O)c1ccc2nc(NC3(C(F)(F)F)N=C4SCCN4C3=O)sc2c1 (stereo not drawn),3,3,-10,9,6,11,1,5,-3
COc1ccc(C(=O)N2CCN(S(=O)(=O)c3ccc(C)cc3C)CC2)cc1OC,-4,1,-10,-2,5,17,5,3,2
COC(=O)c1[nH]c(C)c(/C(O)=C2\C(=O)C(=O)N(CCN3CCOCC3)C2c2ccco2)c1C (stereo not drawn),-4,0,-3,4,-8,-59,1,11,-22
CCOc1ccc(CNC(=O)CCc2cn(C)c3ccccc23)cc1OC,-5,0,-3,-11,-4,17,-3,-7,-1
CN(C)S(=O)(=O)c1ccc(Cl)c(NC(=O)CSc2nc3ccccc3c(=O)n2CCCN2CCOCC2)c1,12,0,-15,-9,1,28,0,-10,-11
Cn1c(NCCCN2CCOCC2)nc2c1c(=O)n(Cc1ccc(Cl)cc1)c(=O)n2C,-7,-8,-7,6,15,17,-3,0,1
CC(C)(C)C(=O)Nc1ccc(-c2cc3cc(Cl)ccc3o2)cc1,-2,0,-4,-1,-4,-444,-1,1,-11
CCCCn1c(=N)n(CC(O)COc2cccc(C)c2)c2ccccc21 (stereo not drawn),2,0,3,6,11,22,-5,-1,-5
O=C(c1cc(F)c(F)cc1Cl)N1CCCCC1,0,1,-17,-11,-4,17,-2,-1,-15

# An excerpt of these results, with two lines to a compound:
# The line under a structure holds: HKDC1 inh, SENP1 inh, SENP6 inh, SENP7 inh, UBC13 polyUb, SENP8 block-1, beta cell repl, SENP8 block-2, PfG6PD inh
> COC1=CC(=O)C(OC)=C(OC)C1=O
→ 76*, -24, ., ., ., 41*, ., ., 120*
> COc1ccc(CCNC(=O)C2CCN(C(=O)c3ccc(Br)cc3)CC2)cc1
→ -3, 0, -15, 0, -3, 2, -2, -2, -9
> COc1ccc(-n2ccnc2SCC(=O)NCc2ccccc2)c(OC)c1
→ -9, 4, -7, -2, 2, 9, 3, 1, 14
> O=C1OC(N2C(=O)CC[C@H]2C(=O)Nc2cccc(F)c2)c2ccccc21 (stereo partly drawn)
→ 1, 1, -19, 12, -14, 20, 0, -10, -4
> CS(=O)(=O)c1ccc2nc(NC3(C(F)(F)F)N=C4SCCN4C3=O)sc2c1 (stereo not drawn)
→ 3, 3, -10, 9, 6, 11, 1, 5, -3
> COc1ccc(C(=O)N2CCN(S(=O)(=O)c3ccc(C)cc3C)CC2)cc1OC
→ -4, 1, -10, -2, 5, 17, 5, 3, 2
> COC(=O)c1[nH]c(C)c(/C(O)=C2\C(=O)C(=O)N(CCN3CCOCC3)C2c2ccco2)c1C (stereo not drawn)
→ -4, 0, -3, 4, -8, -59, 1, 11, -22
> CCOc1ccc(CNC(=O)CCc2cn(C)c3ccccc23)cc1OC
→ -5, 0, -3, -11, -4, 17, -3, -7, -1
> CN(C)S(=O)(=O)c1ccc(Cl)c(NC(=O)CSc2nc3ccccc3c(=O)n2CCCN2CCOCC2)c1
→ 12, 0, -15, -9, 1, 28, 0, -10, -11
> Cn1c(NCCCN2CCOCC2)nc2c1c(=O)n(Cc1ccc(Cl)cc1)c(=O)n2C
→ -7, -8, -7, 6, 15, 17, -3, 0, 1
> CC(C)(C)C(=O)Nc1ccc(-c2cc3cc(Cl)ccc3o2)cc1
→ -2, 0, -4, -1, -4, -444, -1, 1, -11
> CCCCn1c(=N)n(CC(O)COc2cccc(C)c2)c2ccccc21 (stereo not drawn)
→ 2, 0, 3, 6, 11, 22, -5, -1, -5
> O=C(c1cc(F)c(F)cc1Cl)N1CCCCC1
→ 0, 1, -17, -11, -4, 17, -2, -1, -15

# Following part
SMILES,HKDC1 inh,SENP1 inh,SENP6 inh,SENP7 inh,UBC13 polyUb,SENP8 block-1,beta cell repl,SENP8 block-2,PfG6PD inh
O=C(c1ccc(Cl)c(Cl)c1)N1CCC(O)(CN2CCOCC2)CC1,-6,1,-10,1,-1,1,-2,-5,-11
O=C(COC(=O)/C=C/c1cccc(F)c1)Nc1ccccc1,0,1,-14,3,-4,18,-1,7,-13
CC(=O)Oc1cccc(C(=O)Nc2ccc(NC(=O)c3cccs3)cc2)c1,-6,1,0,18,-9,12,0,-9,3
CCCOc1ccc(C(=O)CCC(=O)OCC(=O)Nc2ccc(Oc3ccccc3)cc2)cc1,.,.,-7,-4,14,.,0,-6,.
Cc1ccccc1CC1(CO)CCCN(C(=O)c2ccc(F)cc2)C1 (stereo not drawn),-3,0,-13,-5,-11,-3,2,-4,1
Cc1nc2ccc(C(=O)N(C)CC3CCCN(CCc4ccc(Cl)cc4)C3)cc2[nH]1 (stereo not drawn),-6,0,-6,3,4,12,-3,-1,15
CC(C)[C@H](NC(=O)[C@@H]1Cc2c([nH]c3ccccc23)C2c3ccccc3C(=O)N21)C(=O)NCC1CCCO1 (stereo partly drawn),-7,-68,-8,10,18,0,-3,-7,-3
Cc1occc1C(=O)NCCCc1ccccc1,2,-2,5,4,2,12,-1,4,1
Cc1cccc(-c2n[nH]c(=S)n2/N=C/c2ccco2)c1,0,-1,-11,-10,-4,-6,-2,-11,31

# Source: PubChem BioAssay
